# TPT1 inhibitor = Candida albicans TPT1 enzyme inhibitors, primary screen, biochemical, fluorescence polarization; tRNA 2'-phosphotransferase TPT1 (Candida albicans SC5314); recombinant caTPT1, FP RNA substrate dephosphorylation; inhibition, % at 5 µM; 300,000 tested, 0.81% active; AID 1962, 2009;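 active means inhibition above the mean of all tested compounds plus 3 SD, set per screening campaign, cut at about 24% in these data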;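 further: plate controls were DMSO alone for no effect and ferristatin control at 100 nM for full effect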
# PAD4 inh = human PAD4 inhibitors, primary screen, biochemical, fluorescence polarization, 1536-well format | Protein-arginine deiminase type-4 (Homo sapiens), Q9UM07 | recombinant PAD4, RCA probe fluorescence polarization | inhibition, % at 6.36 µM | 330,000 tested, 0.41% active;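 active means percent inhibition above a cutoff equal to the mean of all tested compounds plus 3 SD, cut at about 15% in these data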;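 further: 0% = PAD4 with RCA probe and DMSO and 100% = probe without PAD4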
# GSTO1 counter = inhibitors of recombinant GSTO1, primary screen, counter-screen for RBBP9 inhibitor project, biochemical, fluorescence polarization | activity-based probe fluorescence polarization | inhibition, % at 5.96 µM | 300,000 tested, 1.1% active;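 active means inhibition above the campaign mean inhibition plus 3 SD, cut at about 35% in these data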;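 further: 0% = GSTO1-1 with DMSO and 100% = wells lacking GSTO1-1 enzyme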
# Target sequence (P78417 whole entry, looked up): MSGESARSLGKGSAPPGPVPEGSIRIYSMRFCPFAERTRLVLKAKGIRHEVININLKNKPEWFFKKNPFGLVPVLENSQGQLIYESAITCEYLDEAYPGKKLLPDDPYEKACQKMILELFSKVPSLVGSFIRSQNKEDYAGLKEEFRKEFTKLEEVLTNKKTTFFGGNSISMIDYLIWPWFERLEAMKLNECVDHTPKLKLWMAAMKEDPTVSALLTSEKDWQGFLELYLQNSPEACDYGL
# GLD-1 TGE inh = GLD-1/TGE RNA complex disruptors, primary screen, biochemical, fluorescence polarization. AID 2280, 2010. Female germline-specific tumor suppressor gld-1 (Caenorhabditis elegans), Q17339. 320,000 tested, 0.44% active. purified GLD-1 + fluorescein TGE RNA. inhibition, % at 5.96 µM;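 active means percent inhibition above a per-plate cutoff, the plate mean of test compounds plus 3 SD, cut at about 30% in these data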;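 further: 0% = DMSO wells with GLD-1 and probe and 100% = wells lacking GLD-1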
# Fam108B inh = mouse Fam108B serine hydrolase inhibitors, primary screen, counter-screen for RBBP9 inhibitor project, biochemical, fluorescence polarization. recombinant Fam108B, FP-Rh probe fluorescence polarization. inhibition, % at 9.51 µM. 300,000 tested, 0.33% active. AID 1947, 2009;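 active means inhibition above the screen mean inhibition plus 3 SD, computed separately per campaign, cut at about 18% in these data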;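 further: inhibitors lower polarization as less probe binds the enzyme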
# PME-1 primary = PME-1 inhibitors via competitive probe labeling, primary screen, biochemical, fluorescence polarization, FP-Rh probe, HTS | Protein phosphatase methylesterase 1 (Homo sapiens), Q9Y570 | recombinant PME-1 | inhibition, % at 5.9 µM | 320,000 tested, 0.53% active | AID 2130, 2009;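 active means inhibition above the campaign mean of all compounds plus 3 SD, cut at about 26% in these data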;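 further: competitive labeling of PME-1 active site by serine hydrolase directed probe; 0% = PME-1 with DMSO and 100% = wells lacking PME-1 enzyme; inhibitors block probe labeling so polarization falls and inhibition rises; many of its hits are not listed in these tables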
# Target sequence (Q9Y570 whole entry, looked up): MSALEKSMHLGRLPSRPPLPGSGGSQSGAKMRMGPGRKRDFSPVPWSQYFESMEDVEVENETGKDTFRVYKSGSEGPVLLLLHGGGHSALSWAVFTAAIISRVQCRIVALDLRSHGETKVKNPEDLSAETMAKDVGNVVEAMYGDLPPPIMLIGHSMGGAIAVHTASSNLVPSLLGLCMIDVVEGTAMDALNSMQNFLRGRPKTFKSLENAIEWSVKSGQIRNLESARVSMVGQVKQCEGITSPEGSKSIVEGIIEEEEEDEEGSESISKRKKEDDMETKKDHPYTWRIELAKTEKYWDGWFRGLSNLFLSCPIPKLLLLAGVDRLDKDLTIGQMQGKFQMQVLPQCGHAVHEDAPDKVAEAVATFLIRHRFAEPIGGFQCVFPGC
# Bcl-xL primary = inhibitors of human Bcl-xL, primary screen, biochemical, fluorescence polarization, HTS | Bcl-2-like protein 1 (Homo sapiens), Q07817 | GST-Bcl-xL / FITC-Bim BH3 peptide fluorescence polarization | inhibition, % at 10.9 µM | 320,000 tested, 0.7% active;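 active means inhibition above the mean of all tested compounds plus 3 SD, cutoff set per campaign, cut at about 30% in these data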;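 further: 0% = DMSO wells and 100% = unlabeled Bim-BH3 peptide competitor; inhibitors lower millipolarization by displacing the labeled peptide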
# MCL1 BIM primary = inhibitors of MCL1 binding to BIM-BH3, primary screen, biochemical, fluorescence polarization. 320,000 tested, 0.68% active. Induced myeloid leukemia cell differentiation protein Mcl-1 (Homo sapiens), Q07820. inhibition, % at 10.9 µM. GST-MCL1 / FITC-Bim-BH3 fluorescence polarization;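 active means inhibition above the mean inhibition of all tested compounds plus 3 SD, set per campaign, cut at about 40% in these data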;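 further: 0% = DMSO wells and 100% = unlabeled Bim-BH3 peptide control; higher means more loss of mP so more displacement of Bim peptide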
# Target sequence (Q07820 whole entry, looked up): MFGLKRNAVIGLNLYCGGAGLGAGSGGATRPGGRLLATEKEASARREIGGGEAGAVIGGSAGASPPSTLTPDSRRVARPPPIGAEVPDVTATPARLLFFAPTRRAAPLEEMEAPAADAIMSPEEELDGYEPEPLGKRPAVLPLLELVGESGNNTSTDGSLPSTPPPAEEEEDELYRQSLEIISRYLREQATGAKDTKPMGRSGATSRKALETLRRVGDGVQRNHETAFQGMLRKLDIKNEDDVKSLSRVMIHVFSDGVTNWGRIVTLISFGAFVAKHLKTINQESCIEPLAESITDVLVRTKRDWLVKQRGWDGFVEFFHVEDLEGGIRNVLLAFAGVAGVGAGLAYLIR
# MEX-5 binding = MEX-5 zinc finger RNA-binding disruptors – biochemical, C. elegans, fluorescence polarization, MLPCN library, primary screen. Zinc finger protein mex-5 (Caenorhabditis elegans), Q9XUB2. MEX-5/FITC-TCR2 RNA binding; stronger effect = lower value. activity score (negative = inhibition of binding), % at 10 µM. 300,000 tested, 0.38% active;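 active means inhibition past about -25% in most replicates, and total fluorescence under double the plate's negative control median, limit read from the data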;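 further: 0% = DMSO and -100% = 5 µM competing unlabeled TCR2 RNA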
# * marks the source's active call; other numbers are inactive results; . = not tested or not shown.
# The line under a structure holds: TPT1 inhibitor	PAD4 inh	GSTO1 counter	GLD-1 TGE inh	Fam108B inh	PME-1 primary	Bcl-xL primary	MCL1 BIM primary	MEX-5 binding
COc1ccc(-c2csc(N(CCCN3CCOCC3)C(=O)c3ccco3)n2)cc1
 : -4	5	2	-1	-5	-2	5	1	-0.3
Clc1ccc(-c2[nH]ncc2N=Nc2ccccc2)cc1
 : -2	-4	-10	-3	-5	-6	6	5	0.6
CSc1ccccc1C(=O)N(C)C(c1ccccc1)c1ccccc1
 : -2	2	2	-5	-3	25	4	-1	3.7
CCN(CC)CC(=O)N1N=C(c2cccs2)CC1c1ccco1 (configuration not stated)
 : 0	-5	3	0	2	-2	2	0	2.1
CSc1nnc(C)c(/C=C/Nc2ccc(F)cc2)n1
 : 116*	-5	-6	-58	2	8	-24	-43	-5.0
CNC(=O)COc1coc(CN2CCN(c3ccc(F)cc3)CC2)cc1=O
 : -2	5	9	4	3	2	11	5	-0.8
COc1cc(C(=S)N2CCCCC2)ccc1OCC(=O)Nc1ccccc1Cl
 : -4	-5	6	1	-3	-9	4	1	-1.1
CCOC(=O)c1c(/N=C/c2cccc(C)c2O)sc2c1CCN(C)C2
 : -1	1	1	-5	-3	0	-1	3	.
Cc1nc(C)n(CC(O)COc2ccc(C(=O)c3ccccc3)cc2)n1 (configuration not stated)
 : -1	-7	2	-2	-1	-4	6	10	-0.3
COc1ccc(N2CSC3=C(C#N)C(c4cccc(OC)c4OC)CC(=O)N3C2)cc1 (configuration not stated)
 : 6	-3	3	3	-3	0	-6	-17	2.8
NS(=O)(=O)c1cnccc1NCCc1ccccc1
 : -1	-1	8	-3	0	-1	3	-2	2.2
CCOc1ccc2nc(NS(=O)(=O)c3ccc(NC(C)=O)cc3)sc2c1
 : 1	0	2	-3	2	7	6	9	0.9
CN1CCN(C(CNC(=O)c2ccc(Br)o2)c2ccc(F)cc2)CC1 (configuration not stated)
 : -2	2	3	-1	1	3	2	6	-0.2
COc1ccc(S(=O)(=O)Nc2ccccn2)c(C)c1C
 : -1	1	1	1	-2	0	4	3	2.5
CCn1c(SCC(=O)N2CCCC2)nc2ccccc2c1=O
 : 3	0	0	0	1	1	1	1	0.7
O=C(Nc1nc(-c2ccccc2)cs1)C1COc2ccccc2O1 (configuration not stated)
 : -2	-2	-6	2	-7	-10	0	0	-1.6
CCC/C(O)=C1\C(=O)CC(c2ccccc2)CC1=NCCc1c(C)[nH]c2ccccc12 (configuration not stated)
 : -2	3	0	3	10	3	5	6	-1.4
Cc1ccc(C2=NN(CC(=O)NCc3cccs3)C(=O)CC2)cc1
 : -2	-3	4	-2	-2	0	5	-3	0.2
Cc1cc(=O)[nH]c(SCc2cccc(Br)c2)n1
 : 2	-1	-7	3	-2	-1	7	2	-1.9
CC(C)(C)OC(=O)c1c(N)n(CCCN2CCCC2=O)c2nc3ccccc3nc12
 : -1	2	64*	4	3	3	3	4	1.3
Cc1cccc(C(=O)NCC(c2cccs2)N2CCOCC2)c1 (configuration not stated)
 : -1	-2	-4	4	0	-2	-14	-20	-0.2
O=S(=O)(/N=C(\Nc1ccc(F)cc1)C(F)(F)F)c1ccccc1
 : -4	2	6	-3	1	1	-1	3	0.4
Cc1ccc(C(=O)Nc2ccc3ccccc3c2)cc1
 : -4	-2	4	4	-2	-7	5	-5	3.8
COc1cc2c(cc1OC)C(COc1ccc([N+](=O)[O-])cc1)N(C(C)=O)CC2 (configuration not stated)
 : 1	-2	4	-4	4	-5	1	-1	2.0
CCOC(=O)C1CCCN(C(=O)CCCn2c(=O)c3cccn3c3cccnc32)C1 (configuration not stated)
 : -1	-5	-1	5	2	0	1	-9	2.3
COc1ccc(N2CC(C(=O)Nc3ccccc3C(=O)NCc3ccco3)CC2=O)cc1 (configuration not stated)
 : 0	-2	3	-2	-1	2	0	4	1.6
Cc1sc2nc(SCC(=O)NCc3ccco3)n(Cc3ccccc3)c(=O)c2c1C
 : 3	-4	-16	-8	-7	-12	3	4	2.0
COc1ccc(-c2csc(NCCc3nc4cc(Cl)c(Cl)cc4n3CCCO)n2)cc1
 : 1	-2	-11	12	7	7	-2	-3	2.2
Cc1cc(=O)oc(C)c1C(=O)NCCC1=CCCCC1
 : -2	0	-6	1	0	-1	4	3	2.8
O=S(=O)(NCCOCC(F)(F)F)c1ccc2oc3ccccc3c2c1
 : 3	0	12	2	0	-10	1	5	0.0

# Part of the list above in order of number of heavy atoms, ascending.
# The line under a structure holds: TPT1 inhibitor	PAD4 inh	GSTO1 counter	GLD-1 TGE inh	Fam108B inh	PME-1 primary	Bcl-xL primary	MCL1 BIM primary	MEX-5 binding
Cc1ccc(C(=O)Nc2ccc3ccccc3c2)cc1
 : -4	-2	4	4	-2	-7	5	-5	3.8
O=S(=O)(/N=C(\Nc1ccc(F)cc1)C(F)(F)F)c1ccccc1
 : -4	2	6	-3	1	1	-1	3	0.4
O=C(Nc1nc(-c2ccccc2)cs1)C1COc2ccccc2O1 (configuration not stated)
 : -2	-2	-6	2	-7	-10	0	0	-1.6
COc1cc2c(cc1OC)C(COc1ccc([N+](=O)[O-])cc1)N(C(C)=O)CC2 (configuration not stated)
 : 1	-2	4	-4	4	-5	1	-1	2.0
CCOC(=O)C1CCCN(C(=O)CCCn2c(=O)c3cccn3c3cccnc32)C1 (configuration not stated)
 : -1	-5	-1	5	2	0	1	-9	2.3
COc1ccc(-c2csc(NCCc3nc4cc(Cl)c(Cl)cc4n3CCCO)n2)cc1
 : 1	-2	-11	12	7	7	-2	-3	2.2
COc1ccc(N2CC(C(=O)Nc3ccccc3C(=O)NCc3ccco3)CC2=O)cc1 (configuration not stated)
 : 0	-2	3	-2	-1	2	0	4	1.6

# Next section:
# The line under a structure holds: TPT1 inhibitor	PAD4 inh	GSTO1 counter	GLD-1 TGE inh	Fam108B inh	PME-1 primary	Bcl-xL primary	MCL1 BIM primary	MEX-5 binding
CCOc1ccc(CCNC(=O)COC(=O)/C=C/c2ccccc2)cc1OCC
 : 0	-3	-4	-6	4	2	-10	-14	-0.4
COCC(=O)N1CCN(c2cccc(C(F)(F)F)c2)CC1
 : 16	-8	-2	-2	-4	0	-6	-13	-1.4
COC(=O)c1ccc(COc2ccc(/C=C/C(=O)c3ccc(OC)c(CSCC(=O)O)c3)cc2OC)cc1
 : 3	-1	-27	6	-14	-8	11	22	-5.7
COc1cc2nc(Cl)nc(N3CCN(C)CC3)c2cc1OC
 : -1	-5	3	2	2	-4	3	-2	0.0
Cc1noc(C)c1COc1ccc(C(=O)OCC(=O)Nc2ccc(S(N)(=O)=O)cc2)cc1
 : .	-9	.	-1	.	-4	2	3	.
O=C(Nc1nnc(SCC(=O)N2CCCc3ccccc32)s1)c1ccccc1
 : 3	-1	-16	6	-4	1	-2	11	-2.8
CC(OC(=O)CCc1nc2ccccc2c(=O)[nH]1)C(=O)Nc1ccc2c(c1)OCO2 (configuration not stated)
 : 0	0	3	-6	-1	0	5	4	0.8
CCN(CC)C(=O)/C(=C/c1cn(S(=O)(=O)N(C)C)c2ccccc12)NC(=O)c1ccc(OC)cc1
 : -8	2	10	-5	8	3	6	-3	2.0
COC(=O)[C@H]1C[C@@H]1[C@H](NC(=O)c1cnccn1)c1ccccc1
 : -2	0	2	-1	5	2	1	0	-0.1
O=C(CN1CCCCCC1)Nc1ccc(Br)cn1
 : 1	2	-4	6	-1	2	12	13	-0.3
COc1ccccc1OCCC(=O)OCC(=O)Nc1ncc(Cl)cc1Cl
 : -1	-4	0	0	2	2	13	12	0.4
c1ccc(-n2nnnc2Oc2ccc(-c3nnco3)cc2)cc1
 : 0	3	7	-3	-1	-2	3	0	-1.8
Cc1ccccc1C(=O)NC(=S)NCC1CCCO1 (configuration not stated)
 : -1	-1	-2	4	0	-3	4	6	0.2
O=S(=O)(c1ccccc1)N1CCC(c2ccccc2)CC1
 : 1	-1	12	5	-1	9	4	-1	-0.2
Cc1ccc(S(=O)(=O)N(C)C)cc1NC(=O)COc1ccccc1C(=O)Nc1ccccc1
 : -1	-8	-42	-4	-21	-23	-1	-2	-1.0
CCCC(=O)NC(NC1CCS(=O)(=O)C1)C(Cl)(Cl)Cl (configuration not stated)
 : -1	-5	5	0	1	1	4	-2	0.8
C=CCn1c(COc2ccc(F)cc2)nnc1SCC(=O)c1c[nH]c2c(CC)cccc12
 : -1	1	-8	9	-5	-4	8	2	0.0
CCN(c1ccccc1)S(=O)(=O)c1ccc(C(=O)Nc2cc(C)ccn2)cc1
 : .	6	.	6	.	-6	-2	-1	.
Cc1noc(C)c1S(=O)(=O)N1CCCC(C(=O)NCC2CCCO2)C1 (configuration not stated)
 : -3	-5	2	-7	-2	-2	3	-4	0.0
CN(C)/C=N/c1nc2nccc(-c3cccc(Cl)c3)n2n1
 : -3	-5	-1	5	0	-5	-1	-8	-1.0
Cc1c(C(=O)Nc2ccccc2-c2ccccc2)cccc1[N+](=O)[O-]
 : -2	-4	7	-3	3	3	7	7	-1.2
Cc1ccc(CSc2nc3c(c(=O)[nH]2)C(c2ccncc2)C2=C(CCCC2=O)N3)cc1 (configuration not stated)
 : -1	-2	5	-1	2	4	-1	4	1.9
COCC(C)NC(=O)COc1ccc(Cl)cc1Cl (configuration not stated)
 : 1	1	4	5	1	-1	2	4	0.1
O=C(CN1C(=O)CCC1=O)Nc1nc(-c2ccc(Oc3ccccc3)cc2)cs1
 : -2	-1	5	5	-2	-3	6	0	-0.3
CCCCNc1nnc(SCC(=O)N2CCN(S(=O)(=O)c3ccc4ccccc4c3)CC2)s1
 : -3	-1	-6	12	0	9	0	-7	-1.6
CC(=O)c1nn(-c2cccc(Cl)c2)cc1C(=O)c1ccco1
 : -4	-5	-3	-3	4	2	13	-6	1.2
Cc1cccc(N2C(=N)SCC2=O)c1C
 : 2	3	-7	-5	5	1	3	-4	0.2
COc1ccc(Cn2ccnc2)cc1[N+](=O)[O-]
 : 1	0	0	5	2	1	1	3	-2.6
Cc1cc(S(=O)(=O)N2CCOCC2)ccc1OCC(=O)Nc1ccccc1C(F)(F)F
 : 0	6	1	11	3	1	1	-2	1.6
COc1ccc(CN(C)C(=O)Cn2ccc(N)nc2=O)cc1OC
 : .	-6	.	8	.	2	0	1	.

# This is a subset (hit frequency here may not be typical).
